# Rtt109 Vps75: inhibitors of C. albicans Rtt109/Vps75 HAT, primary screen, biochemical, ThioGlo CoA-SH fluorescence, plate reader; purified Rtt109/Vps75, 4 h; inhibition, % at 34.9 µM; actives 0.16% (n = 330,000); Histone acetyltransferase RTT109 (Candida albicans (strain SC5314 / ATCC MYA-2876)), …;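 active = inhibition of at least 50% in every replicate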
# CAL PDZ FP-1: CAL PDZ peptide-binding inhibitors, primary screen, biochemical, fluorescence polarization, Cer-tagged CAL PDZ, HTS; purified CAL PDZ, TMR-peptide fluorescence polarization, 1 h; inhibition, % at 20 µM; actives 0.02% (n = 330,000); AID 504414, 2011;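 active = highest replicate inhibition of at least 40%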;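 note: plate controls were DMSO neutral control wells for no effect and unlabeled competitor peptide control wells for full effect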
#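 Material: tagged CAL PDZ domain; buffer or medium: 25 mM sodium phosphate pH 7.4, 150 mM NaCl, TCEP, IgG, Thesit; compound dosing: single point, 20 µM; schedule: 1 h incubation at room temperature before polarization reading; measured by: FP readout, S and P plane fluorescence; read-out basis: percent inhibition from loss of millipolarization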
# V-ATPase pHluor: regulators of yeast V-ATPase proton pumping, primary screen, pHLuorin cytosolic pH fluorescence; actives 0.37% (n = 350,000); S. cerevisiae; response, % at 10 µM; in the data active = response mostly above about 7.3%, no sharp cut-off; inactive = mostly below about 5.4%; note: actives read high; inactives centre near 0; some compounds called inactive have numbers as strong as hits; reference of the scale not given here
# Tat export inh: E. coli Tat export inhibitors, primary screen, MC4100, TorA-mCherry reporter, fluorescence, single point. actives 0.036% (n = 340,000). AID 488895, 2010. inhibition, % at 10 µM;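 active = mean replicate inhibition at least 50% and at least half of replicates individually reaching 50%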;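 note: exported cargo escapes ClpAP degradation while cytoplasmic cargo is degraded and loses fluorescence; 0% = median of neutral control wells and 100% = median of NaSCN control wells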
# dFosB act: activators of delta FosB homodimer, primary screen, biochemical, fluorescence polarization, TAMRA-CDK5 oligo, single point; Protein FosB (Mus musculus), P13346; purified delta FosB; percent of positive-control signal above neutral wells; activation, % at 25 µM; actives 0.99% (n = 340,000);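 active = mean activation above about 17%, with every replicate also reaching it, limit read from the data, passing the limit was not always enough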;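 note: fluorescence polarization rise as delta FosB binds a TAMRA Cdk5 AP-1 oligo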
# Target sequence (P13346 whole entry, looked up): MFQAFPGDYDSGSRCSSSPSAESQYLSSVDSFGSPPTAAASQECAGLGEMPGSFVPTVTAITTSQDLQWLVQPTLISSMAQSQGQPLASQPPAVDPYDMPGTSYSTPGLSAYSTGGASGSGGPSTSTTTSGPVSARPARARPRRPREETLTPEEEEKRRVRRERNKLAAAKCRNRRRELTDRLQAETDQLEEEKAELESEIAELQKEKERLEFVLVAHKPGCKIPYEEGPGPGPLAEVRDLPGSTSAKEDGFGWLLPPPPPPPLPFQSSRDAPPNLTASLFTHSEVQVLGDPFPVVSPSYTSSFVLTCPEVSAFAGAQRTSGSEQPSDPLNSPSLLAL
# MITF TRPM1 HTS: activators of MITF-driven TRPM1 promoter reporter, primary screen, cell-based, SK-MEL-5, luciferase, single point; SK-MEL-5 TRPM1-promoter luciferase, 24 h; % of positive control, neutral wells = 0; actives 0.75% (n = 300,000); activation, % at 12.5 µM;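 active = mean activation of at least 80% with every replicate also reaching 80%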;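 note: 0% = neutral control wells and 100% = parthenolide positive control wells; values of inactives mirror those of a sister screen read the other way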
# CAL PDZ FP-2: untagged CAL PDZ binding inhibitors, primary screen, biochemical, fluorescence polarization, HTS | inhibition, % at 24.9 µM | purified CAL PDZ, TMR-peptide fluorescence polarization, 1 h | actives 0.92% (n = 300,000) | AID 602252, 2012;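 active = mean inhibition of at least 30% with at least half of replicates also reaching 30%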;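 note: 0% = DMSO neutral control and 100% = excess unlabeled competitor peptide PRC23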
# Wnt bcat act: Wnt/beta-catenin pathway activators, primary screen, cell-based, plate reader, single point; Wnt/beta-catenin reporter cell assay, activator; activation, % at 9.35 µM; actives 1.2% (n = 300,000); AID 743398, 2014; in the data active = activation above about 30%, passing the limit was not always enough;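 note: 0% = neutral control wells and 100% = positive control wells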
# cardiac RTF act: cardiac RTF calcium sensitivity activators, primary screen, biochemical, IANBD-TnC fluorescence, EC20 calcium; actives 0.24% (n = 340,000); IANBD-labeled TnC RTF fluorescence at EC20 calcium; 0% EC20 calcium, 100% full calcium; activation, % at 7.2 µM; AID 493008, 2010;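 active = activation above the mean over all tested compounds plus 3 SD, cut at about 30% in these data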;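 note: rise in fluorescence read as greater calcium sensitivity of cardiac thin filaments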
# CDK5 inh: inhibitors of human CDK5/p35 kinase, primary screen, biochemical, single concentration | Recombinant CDK5/p35, ADP-Glo luminescence, 60 min | inhibition, % at 10 µM | actives 0.01% (n = 330,000) | AID 488839, 2010;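 active = highest replicate inhibition of at least 50% and at least 75% of replicates reaching 50%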;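 note: plate controls were DMSO neutral control for no effect and GW8510 at 10 µM for full effect; many of its hits are not listed in these tables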
# Target sequence (Q00535 whole entry, looked up): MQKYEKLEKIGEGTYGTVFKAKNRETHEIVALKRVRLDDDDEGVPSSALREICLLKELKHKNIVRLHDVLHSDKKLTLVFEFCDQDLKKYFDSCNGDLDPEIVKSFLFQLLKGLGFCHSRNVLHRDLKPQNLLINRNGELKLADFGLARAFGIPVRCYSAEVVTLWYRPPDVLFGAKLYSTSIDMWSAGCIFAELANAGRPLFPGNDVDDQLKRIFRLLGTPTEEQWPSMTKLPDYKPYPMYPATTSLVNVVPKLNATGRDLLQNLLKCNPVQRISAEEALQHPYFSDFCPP
# Target sequence (Q15078 whole entry, looked up): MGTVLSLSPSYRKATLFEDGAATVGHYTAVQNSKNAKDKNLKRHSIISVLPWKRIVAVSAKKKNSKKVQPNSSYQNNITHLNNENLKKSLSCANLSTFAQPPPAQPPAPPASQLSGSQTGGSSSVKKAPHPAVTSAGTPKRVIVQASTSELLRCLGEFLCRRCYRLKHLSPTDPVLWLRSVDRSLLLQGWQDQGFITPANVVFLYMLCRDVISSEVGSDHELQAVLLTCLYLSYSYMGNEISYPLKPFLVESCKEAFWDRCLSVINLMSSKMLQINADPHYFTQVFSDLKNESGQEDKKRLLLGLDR
# * = called active by the depositor; nt = no result given.
Rtt109 Vps75	CAL PDZ FP-1	V-ATPase pHluor	Tat export inh	dFosB act	MITF TRPM1 HTS	CAL PDZ FP-2	Wnt bcat act	cardiac RTF act	CDK5 inh	canonical_smiles
0.8	4.0	4.3	-0.6	-9.3	-29.4	-2.1	-1.5	2.3	1.6	NCC(c1ccco1)c1c[nH]c2ccccc12 (stereo not given)
-11.0	-1.5	2.7	-5.8	-10.7	26.3	2.1	-14.2	-5.3	0.5	Cc1ccc(NC(=O)c2ccc(C(C)(C)C)cc2)cc1-n1cnnn1
-1.9	-0.7	-1.3	8.0	-3.5	-3.5	nt	0.8	-1.2	-0.5	O=C(OC1CCOC1=O)c1ccc(Cl)c(S(=O)(=O)N2CCOCC2)c1 (stereo not given)
-3.5	-0.5	-4.2	-2.0	-3.0	0.0	-4.0	-2.0	0.8	2.8	Cc1ccc(S(=O)(=O)N2CCC(C(=O)NCCN3CCOCC3)CC2)cc1C
-3.3	0.1	3.6	-3.4	-1.9	4.9	nt	-2.4	-0.2	0.5	COCCCn1c(SCC(=O)NC2CCCC2)nnc1-c1cccs1
10.4	0.0	2.9	5.5	-0.2	7.3	4.8	-0.5	3.1	-2.3	CCOCCCNC(=O)Cn1cnc2sc(C)c(S(=O)(=O)N3CCN(c4ncccn4)CC3)c2c1=O
-2.2	-0.4	3.6	7.5	1.1	16.3	-0.4	1.9	5.4	1.8	Cc1cc(C)cc(NC(=O)CCOc2ccccc2)c1
-5.8	-2.2	-2.2	-5.4	-1.1	-4.3	-1.5	-0.9	-0.5	-1.8	Cc1ccc(N(C)C(=O)c2ccc(CNc3c(N4CCC(C)CC4)c(=O)c3=O)cc2)cc1
1.3	0.2	0.4	-8.9	-0.7	-73.5	23.4	-11.7	4.9	-2.0	O=C(N/N=C\c1ccc([N+](=O)[O-])o1)C1COc2ccccc2O1 (stereo not given)
-1.3	-1.8	-0.1	-1.3	3.8	59.8	-1.1	35.4*	-16.7	0.3	CCOC(=O)c1sc(NC(=O)Nc2cccc(Cl)c2)cc1C
-0.2	-0.7	3.3	-0.2	-2.5	9.5	-0.3	nt	1.6	-0.2	CC(=O)C1=C(O)C(=O)N(C)C1c1ccccc1F (stereo not given)
-1.9	0.1	4.9	-7.1	-6.4	5.1	0.3	-4.1	-1.3	-1.8	C=CCN1C(=O)CS/C1=N\S(=O)(=O)c1ccc(Cl)cc1
4.4	-0.9	-1.4	-5.0	-2.9	nt	nt	-0.3	6.0	0.2	CCOC(=O)N1CCN(c2c(NCc3ccccn3)c(=O)c2=O)CC1
6.1	-0.2	-1.3	-6.4	-3.0	2.6	2.3	-0.9	2.4	0.1	CC(OC(=O)CNC(=O)C12CC3CC(CC(C3)C1)C2)C(=O)Nc1ccc(S(N)(=O)=O)cc1 (stereo not given)
3.7	-1.5	0.5	21.9	-9.2	nt	-4.2	-1.4	10.0	-2.3	CC(=O)N1N=C(c2cccc([N+](=O)[O-])c2)OC1c1ccc(Cl)cc1Cl (stereo not given)
2.7	-0.5	1.7	9.9	-11.2	-13.1	-1.5	-0.5	2.6	-1.0	Cc1ccc(C(c2nnnn2CC2CCCO2)N2CCN(c3cccc(C)c3C)CC2)cc1 (stereo not given)
6.8	-1.9	-5.5	9.8	-9.3	3.1	-2.7	-1.1	0.8	-0.1	CCOc1ccc(NS(=O)(=O)c2ccc(C(=O)NCCN3CCOCC3)cc2)cc1
-12.3	-0.8	0.6	-7.9	-1.2	-12.4	-1.8	-0.9	-3.2	0.6	Nc1ncnc2c1ncn2[C@@H]1O[C@H](CNCc2c(OCc3ccccc3F)ccc3ccccc23)[C@@H](O)[C@H]1O
-0.8	-0.7	0.7	7.0	1.5	15.2	6.1	-2.1	2.5	-6.2	Cc1ccc(C)c(NC(=O)C2CCCN2C(=O)NC2CCCCC2)c1 (stereo not given)
5.5	0.3	-1.0	-4.1	-4.5	-1.2	0.3	-0.8	2.8	3.8	O=C(CSc1ccc2c(c1)OCCO2)Nc1ccc(Br)cn1
23.2	-2.3	-0.1	-0.5	3.8	-18.1	-0.1	nt	-7.1	-0.8	C=CCn1c(SCC(=O)Nc2cccnc2Cl)nnc1-c1ccc(Cl)cc1
9.0	-0.9	1.6	-1.0	5.4	3.8	-3.0	-1.4	-7.1	1.3	O=C(O)C[C@H]1c2cc(C(F)(F)F)ccc2S(=O)(=O)N1Cc1ccccc1
-2.2	-2.4	-4.7	-1.6	2.4	4.6	-4.9	nt	-0.1	-0.5	O=C(/C=C/c1ccco1)Nc1ccc(Oc2ccccc2)cc1
-2.9	-1.8	-0.8	6.6	5.8	2.2	-2.0	nt	-0.9	1.3	CCOC(=S)NC(=O)c1sc2ccccc2c1Cl
-3.4	0.1	-0.9	-0.6	1.5	-7.9	nt	-0.3	-2.5	-0.8	COc1ccc(-n2c(COc3ccc4c(c3)OCO4)nnc2SCC(=O)O)cc1
-1.1	-1.6	-2.9	0.2	-1.7	10.7	-4.7	nt	5.6	-0.3	N#Cc1ccc(NC(=O)COC(=O)CNC(=O)C2CCCCC2)cc1
-2.9	-0.1	2.4	10.3	-6.3	3.3	-6.7	-0.7	-5.0	-0.4	CCOc1ccc(Br)cc1C(=O)N/N=C/c1c[nH]c2ccccc12
-6.8	0.4	-2.3	-5.0	-5.5	-6.4	5.8	nt	2.0	-0.4	O=C1CSC2(C(=O)N3CCCc4cccc2c43)N1c1cccc(C(F)(F)F)c1 (stereo not given)
-8.8	0.9	-2.4	0.6	-4.5	10.3	-1.9	-0.1	7.8	-1.2	COc1ccc(OC)c2c1sc(=NC(=O)C(C)(C)C)n2C
2.4	-2.1	nt	-12.6	0.0	5.7	nt	nt	1.9	1.7	CCOC(=O)c1cc(C)sc1NC(=O)C1CCC1
6.6	-0.3	-1.9	4.5	1.8	16.2	-6.0	4.0	-4.5	1.2	Cc1c(C)n(-c2ccccc2)c2ncnc(NCCCN(C)C)c12
-7.5	-2.2	-1.6	-5.1	-0.4	-8.4	-3.7	-1.5	2.2	3.3	CCCCn1c(N)c(N(CC)C(=O)/C=C/c2ccco2)c(=O)[nH]c1=O
-0.6	nt	-2.7	1.7	-6.4	-9.4	6.0	1.0	-2.4	1.9	CCOc1ccc(OCC)c(NC(=O)C2CCCN(S(=O)(=O)c3cccs3)C2)c1 (stereo not given)
10.5	nt	-2.8	1.9	-5.9	6.1	45.8*	nt	2.9	0.2	O=C(CCCSc1nnnn1-c1cccc2ccccc12)c1ccc(F)cc1
3.6	-0.1	1.0	2.2	-3.7	-0.1	-3.4	-6.2	0.1	-0.4	Cc1cccc(C(=O)Nc2cccc(OCC(=O)O)c2)c1
-9.9	-0.7	0.7	-4.0	-6.7	-3.5	-0.3	-4.9	-2.6	-1.8	N#CCC(=O)Nc1ccc(C(=O)OCC(=O)NC2CCCc3ccccc32)cc1 (stereo not given)
nt	-1.9	nt	5.0	-0.2	-8.7	0.9	-2.5	-7.8	1.0	CCCC(=O)Nc1ccc(C(=O)NNC(=O)COc2ccc(Br)c(C)c2)cc1
7.2	-1.7	1.0	9.8	-8.3	0.2	-2.1	-0.6	5.6	-0.1	CCCn1nc(C(=O)NNC(=O)c2ccc(OC(F)F)cc2)c2ccccc2c1=O
-0.3	0.2	-1.4	-0.8	-3.3	10.5	-4.4	-3.4	-4.3	-0.8	CC(=O)c1c(C)[nH]c(C(=O)OCC(=O)N(C)c2c(N)n(Cc3ccccc3)c(=O)[nH]c2=O)c1C
-21.8	-1.2	5.6	3.6	-12.6	6.9	-1.7	-13.0	1.0	-0.1	COc1ccc(S(=O)(=O)NCCOc2ccccc2)cc1C

# Continued; it opens with the 3 that closed the last part.
Rtt109 Vps75	CAL PDZ FP-1	V-ATPase pHluor	Tat export inh	dFosB act	MITF TRPM1 HTS	CAL PDZ FP-2	Wnt bcat act	cardiac RTF act	CDK5 inh	canonical_smiles
7.2	-1.7	1.0	9.8	-8.3	0.2	-2.1	-0.6	5.6	-0.1	CCCn1nc(C(=O)NNC(=O)c2ccc(OC(F)F)cc2)c2ccccc2c1=O
-0.3	0.2	-1.4	-0.8	-3.3	10.5	-4.4	-3.4	-4.3	-0.8	CC(=O)c1c(C)[nH]c(C(=O)OCC(=O)N(C)c2c(N)n(Cc3ccccc3)c(=O)[nH]c2=O)c1C
-21.8	-1.2	5.6	3.6	-12.6	6.9	-1.7	-13.0	1.0	-0.1	COc1ccc(S(=O)(=O)NCCOc2ccccc2)cc1C
-0.5	-0.4	-0.4	-7.0	-0.2	0.4	-2.8	nt	1.1	-1.8	O=C(O)COCC(=O)Nc1ccc2c(c1)CCC2
10.1	-2.8	-2.2	6.0	-3.4	-16.3	nt	-3.2	-5.6	-1.0	CN(C)S(=O)(=O)c1cccc(NC(=O)COc2ccc(C(=O)c3ccccc3)cc2)c1
-3.4	-0.9	-1.8	0.9	1.8	-6.6	1.1	3.7	0.6	1.0	O=C(NNc1ccc([N+](=O)[O-])cc1)c1ccccc1F
-11.2	-2.3	-7.6	-9.5	-0.7	8.4	1.5	nt	-0.8	-0.7	CCCCCn1c(=O)[nH]c2cc(C(=O)Nc3ccc(OC)cc3)ccc2c1=O
2.3	0.0	-1.3	-4.4	0.8	-13.1	-8.2	-8.5	14.4	-0.6	CC1(c2nnc(-c3ccncc3)o2)CC(c2ccc(Cl)cc2)=NO1 (stereo not given)
0.2	0.8	-2.6	-0.3	-13.7	16.0	nt	nt	-1.1	-0.1	Cc1csc(N/N=C/c2ccc(O)c([N+](=O)[O-])c2)n1
-1.2	0.8	5.4	3.0	-4.1	3.3	-1.2	-0.6	15.4	-7.8	CC(=O)C1=C(O)CCCC1=NCc1nc2ccccc2[nH]1
-86.3	-2.5	-2.6	6.5	-5.1	27.8	-1.9	0.4	9.3	0.0	CCOc1cc(/C=C2\CCCc3c2nc2ccccc2c3C(=O)O)ccc1OC
-13.4	-12.7	1.8	0.4	-88.5	10.0	-16.3	nt	5.7	1.0	CCOC(=O)c1cc(-c2ccncc2)nc2c1c(C)nn2-c1ccccn1
-2.2	-2.3	3.0	-4.1	1.8	nt	-0.5	nt	-1.9	-2.0	CCn1c(COc2ccc(=O)n(-c3ccccc3)n2)nnc1SCc1cccc(OC)c1
0.2	-0.1	0.5	-7.5	5.2	0.5	0.3	-1.2	-1.4	2.3	Cc1ccnn1Cc1cc(C(=O)O)c2ccccc2n1
-0.2	-1.4	1.0	7.6	-10.3	63.1	-2.6	12.5	6.8	-4.8	Cc1ccc(Nc2nc(CSc3nnc(-c4ccccc4C)n3C)cs2)cc1
-6.3	1.3	-1.5	0.5	-0.9	-0.9	-3.2	-4.8	-4.8	1.9	O=C(COC(=O)Cn1nc(-c2ccccc2)oc1=O)Nc1ccc(F)cc1
-20.7	-0.8	-1.9	-30.9	8.9	-7.8	0.7	-0.5	2.5	-1.2	O=C1CSC(=NC2CCCCC2)N1
